EBV gp42 inh – Epstein-Barr virus gp42 inhibitors, primary screen, biochemical, uHTS, fluorescence polarization; AID 1085, 2008; Fluorescence polarization binding assay, mP read-out; inhibition, % (tested at 21.74 µM); Glycoprotein 42 (Epstein-Barr virus (strain AG876)), Q1HVG2; hit rate 0.42% among 220,000; in the data active = inhibition above about 50%
Runt-SMMHC FRET – inhibitors of RUNX1 Runt–CBFb-SMMHC binding, primary screen, biochemical, FRET, Cerulean-Runt, Venus-CBFb-SMMHC, uHTS; Cerulean-Runt/Venus-CBFb-SMMHC FRET ratio 530/480, 1 h; inhibition, % at 20 µM; hit rate 0.74% among 220,000;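 active = mean inhibition across duplicate retests at 20 µM reaching about 50%, limit read from the data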;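 also: 0% = DMSO wells and 100% = wells with excess untagged CBFb-SMMHC; inhibitors lower the FRET ratio by blocking Runt binding to CBFb-SMMHC; some results filed as inactive read as strong as hits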
14-3-3 Bad inh – inhibitors of 14-3-3 zeta/Bad binding, primary screen, biochemical, TR-FRET, bovine 14-3-3 zeta. TR-FRET 14-3-3zeta/Dy647-pBad peptide displacement, 1 h. inhibition, % at 21.7 µM. hit rate 0.71% among 220,000;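 active = inhibition above about 70%, limit read from the data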;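 also: 0% = full 14-3-3 plus peptide FRET controls and 100% = background without 14-3-3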
Hck-Nef inh – inhibitors of Nef-activated human Hck kinase, primary screen, biochemical, Z-Lyte FRET, 384-well, Hck-YEEI. hit rate 0.68% among 220,000. AID 463187, 2010. Tyrosine-protein kinase HCK (Homo sapiens), P08631. inhibition, % at 20 µM. Recombinant Hck-YEEI plus Nef, Z-Lyte FRET kinase assay;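 active = Hck-Nef kinase inhibition above about 50%, limit read from the data; inactive = inhibition below that limit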;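 also: 0% = DMSO with Hck plus Nef and 100% = Hck alone without Nef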
Target sequence (P08631 whole entry, looked up): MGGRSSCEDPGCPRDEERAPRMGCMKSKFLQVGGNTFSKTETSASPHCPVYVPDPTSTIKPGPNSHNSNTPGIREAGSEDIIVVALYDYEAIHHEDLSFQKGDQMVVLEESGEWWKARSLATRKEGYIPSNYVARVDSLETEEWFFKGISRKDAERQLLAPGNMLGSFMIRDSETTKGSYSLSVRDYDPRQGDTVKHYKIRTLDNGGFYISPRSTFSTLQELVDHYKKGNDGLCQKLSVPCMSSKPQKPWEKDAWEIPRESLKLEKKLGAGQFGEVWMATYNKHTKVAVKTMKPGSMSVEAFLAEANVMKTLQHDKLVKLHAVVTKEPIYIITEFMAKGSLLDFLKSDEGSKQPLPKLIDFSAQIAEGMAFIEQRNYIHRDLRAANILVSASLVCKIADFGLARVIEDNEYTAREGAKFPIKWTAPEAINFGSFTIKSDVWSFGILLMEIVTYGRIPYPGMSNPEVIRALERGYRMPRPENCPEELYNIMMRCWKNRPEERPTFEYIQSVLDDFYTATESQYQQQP
NCF1 inh – p47phox/p22phox peptide binding inhibitors, primary screen, biochemical, uHTS, NADPH oxidase regulatory subunit; Neutrophil cytosol factor 1 (Homo sapiens), P14598; fluorescence polarization, 2 h; inhibition, % at 24.7 µM; hit rate 0.53% among 220,000;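 active = inhibition above about 30%, limit read from the data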;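 also: 0% = p47phox with labelled peptide and 100% = labelled peptide alone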
Target sequence (P14598 whole entry, looked up): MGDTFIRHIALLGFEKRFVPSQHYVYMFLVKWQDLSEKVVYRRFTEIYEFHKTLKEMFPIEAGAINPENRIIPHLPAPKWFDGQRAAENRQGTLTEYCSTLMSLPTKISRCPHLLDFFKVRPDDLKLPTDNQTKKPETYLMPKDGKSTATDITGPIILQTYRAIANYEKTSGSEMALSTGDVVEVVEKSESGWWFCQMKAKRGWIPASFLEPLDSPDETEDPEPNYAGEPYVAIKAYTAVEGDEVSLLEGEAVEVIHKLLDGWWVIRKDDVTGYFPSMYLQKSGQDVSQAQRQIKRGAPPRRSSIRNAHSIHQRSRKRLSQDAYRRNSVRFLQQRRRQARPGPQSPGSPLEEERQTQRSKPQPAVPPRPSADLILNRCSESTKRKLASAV
zVAD death inh – inhibitors of zVAD-triggered necroptosis, primary screen, L929 cells; L929 zVAD necroptosis rescue, ATP luminescence, 24 h; with zVAD 60 µM; viability rescue, % at 10 µM; hit rate 0.38% among 220,000;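 active = activation, scaled between plate controls, above about 75%, limit read from the data; inactive = activation under that limit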;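 also: 0% = zVAD with DMSO and 100% = DMSO alone without zVAD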
Runt-CBFb FRET – inhibitors of RUNX1 Runt–CBFb binding, primary screen, biochemical, FRET, Cerulean-Runt, Venus-CBFb, uHTS. inhibition, % at 20 µM. Cerulean-Runt/Venus-CBFb FRET ratio 530/480, 1 h. hit rate 0.46% among 220,000. Runt-related transcription factor 1 (Homo sapiens) + Core-binding factor subunit beta …;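 active = inhibition over about 50% at 20 µM in the single-dose screen, limit read from the data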;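 also: 0% = DMSO wells and 100% = excess unlabeled CBFb competitor control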
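Measured by: fluorescence energy transfer, 422 nm excitation, 530/480 nm emission; Assay system: Cerulean-Runt domain; Medium: Tris pH 7.5 buffer with BSA; Measure: loss of energy transfer signal; Controls: 5 µM unlabeled CBFb as full-inhibition high control; Incubation: protein complex preformed 1 h, compound exposure 1 h, room temperature, dark.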
Mdm2 ligase inh – MDM2-luciferase reporter signal enhancers, primary screen, MDM2 E3 ligase inhibitor project, cell-based, luminescence, 1536-well. E3 ubiquitin-protein ligase Mdm2 (Homo sapiens), Q00987. cell-based MDM2 ubiquitination luciferase reporter, 2 h; 0 = plate control, 100 = twice control, blank-subtracted. signal enhancement, % at 5 µM. hit rate 0.11% among 210,000. AID 1230, 2008;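 active = signal enhancement of 30% or more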;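 also: luminescence tracks abundance of the self-degrading MDM2-luciferase fusion protein; higher signal means inhibition of MDM2 E3 ligase activity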
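Material: stable MDM2–luciferase fusion reporter cells / Quantity: 2000 cells/well / Dosing: single 5 µM compound dose, 0.2% final DMSO / Buffer or medium: DMEM / Schedule: 4 h cell settling then 2 h compound exposure, 37 °C / Detection: luminescence with SteadyLite reagent, 15 min at room temperature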
Tb hexokinase – Trypanosoma brucei hexokinase 1 inhibitors, primary screen, biochemical, G6PDH-coupled NADH absorbance, MLSCN library | hexokinase 1 [Trypanosoma brucei] | recombinant TbHK1, G6PDH-coupled NADH A340 | inhibition, % at 10 µM | hit rate 0.11% among 220,000;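 active = inhibition of 50% or more in the single-dose primary screen; inactive = inhibition below 50%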
An asterisk follows results filed as active; · = no result given; [ ] = dose if it differs, or a comment.

SMILES | EBV gp42 inh | Runt-SMMHC FRET | 14-3-3 Bad inh | Hck-Nef inh | NCF1 inh | zVAD death inh | Runt-CBFb FRET | Mdm2 ligase inh | Tb hexokinase
Cc1ccccc1S(=O)(=O)NNC(=O)C(=O)NNc1ccccn1 | -3 | 2 | 2 | -1 | 0 | 0.1 | 1 | -7 | 9
Cc1onc(-c2ccccc2)c1C(=O)N1CCN(c2ncccn2)CC1 | 0 | -4 | 4 | 20 | 5 | -1.5 | 0 | -5 | 3
CCOC(=O)CNC(=O)CSc1nnc(-c2c[nH]c3ccccc23)n1CC | 7 | 2 | -2 | 20 | -2 | 0.1 | 0 | 1 | -9
O=C(COC(=O)CC12CC3CC(CC(C3)C1)C2)Nc1ncc(Cl)cc1Cl | 4 | 1 | -2 | -2 | -17 | -0.2 | 0 | -12 | 9
Cc1cc(C)n2nc(CCc3ccccc3)nc2n1 | -3 | -1 | -8[fluorescence artefact?] | -18 | -7 | 0.4 | 0 | -7 | -4
CC1(C)CC(=O)C2=C(C1)Oc1nc3ccccc3cc1C2C(C#N)C#N (stereo not given) | 5 | -1 | 3 | 1 | -23 | 90* | 0 | 6 | -6
CC(C)(C)NC(=O)NC(=O)COC(=O)CNC(=O)c1cc(Cl)cc([N+](=O)[O-])c1 | -5 | 0 | -3 | 11 | -1 | -0.3 | 0 | -4 | 0
O=C(N/N=C/c1cc2c(cc1[N+](=O)[O-])OCO2)c1cccnc1 | -17 | 2 | 0 | 5 | -8 | 0.3 | 22 | -3 | -25
NC(=S)Nc1ccc(Cl)cc1Cl | 3 | -3 | -2 | -6 | 7 | 0.6 | -1 | 6 | 2
O=C(Cc1ccc(-c2ccccc2)cc1)NNC(=S)NCc1ccco1 | -6 | 2 | -8 | 9 | -6 | 1.7 | 7 | -12 | 1
c1ccc(CC2CCN(C3=Nc4cccc5cccc3c45)CC2)cc1 | 7 | -29 | 6[fluorescence artefact?] | 4 | -15 | 0.1 | -8 | -11 | 5
Cc1ccc(CNS(=O)(=O)NCc2cccs2)cc1 | -14 | -4 | -7 | 23 | -4 | 2.7 | 0 | 16 | 9
CN(C)c1ccc(CNn2cnnc2SCc2ccccc2F)cc1 | -12 | 3 | 4 | 0 | -15 | 0.3 | 8 | -6 | 22
Cc1ccc(NC(=O)COc2ccc(CCO)cc2-n2nc3ccccc3n2)cc1C | -44 | -3 | 11[fluorescence artefact?] | 0 | -9 | 1.6 | -4 | -88 | -17
Cc1ccc(C)n1-c1ccc(C(=O)N2CCOCC2)cc1 | -7 | 2 | -10 | 7 | -25 | 0.2 | 3 | -5 | -12
Cc1ccc(C(=O)N/N=C\c2cc(Br)c(Br)o2)cn1 | 25 | -8 | 3 | 12 | -4 | 0.4 | -27 | -4 | -51
CCOC(=O)c1ccc(Nc2ncnc3nc[nH]c23)cc1 | -1 | 2 | -7 | 6 | 2 | 1.2 | -2 | -30 | -22
Cc1ccn2c(C(=O)NN=C3CCN(C)CC3)c(C)nc2c1 | -6 | 0 | -20 | 27 | 8 | 6.2 | 0 | -3 | -3
CCOC(=O)c1cc(C)n(-c2ccccc2)c1C | -8 | 2 | 58 | 7 | -9 | 0.4 | 0 | -11 | 8
CCOC(=O)N1CCC(NC(=O)CCN2C(=O)C3C4C=CC(C4)C3C2=O)CC1 (stereo not given) | -11 | 2 | 6 | -3 | 8 | 3.1 | -1 | -20 | -4
Cn1c(N)c(C(=O)COC(=O)C2CCCCC2)c(=O)n(C)c1=O | -22 | 0 | -2 | 8 | 1 | 1.0 | 0 | -8 | -7
Cc1ccc(C)n1NC(=O)c1ccccc1[N+](=O)[O-] | -12 | -4 | -11 | 20 | 1 | 0.6 | 2 | 0 | -6
COc1ccc(NC(=O)CCNS(=O)(=O)c2ccc(Br)s2)cc1 | -11 | 1 | 6 | -1 | -16 | -0.1 | -3 | -8 | 3
COC(=O)c1c(NC(=O)CC2SCC(C(=O)OC)NC2=O)sc2c1CCCC2 (stereo not given) | -1 | -2 | -15 | 1 | -2 | -0.1 | -9 | -3 | -11

One compound at a time, from the list above. Order of values: EBV gp42 inh, Runt-SMMHC FRET, 14-3-3 Bad inh, Hck-Nef inh, NCF1 inh, zVAD death inh, Runt-CBFb FRET, Mdm2 ligase inh, Tb hexokinase
Results for `CCOC(=O)c1ccc(Nc2ncnc3nc[nH]c23)cc1` = -1, 2, -7, 6, 2, 1.2, -2, -30, -22
Results for `COC(=O)c1c(NC(=O)CC2SCC(C(=O)OC)NC2=O)sc2c1CCCC2` (stereo not given) = -1, -2, -15, 1, -2, -0.1, -9, -3, -11
Results for `CCOC(=O)N1CCC(NC(=O)CCN2C(=O)C3C4C=CC(C4)C3C2=O)CC1` (stereo not given) = -11, 2, 6, -3, 8, 3.1, -1, -20, -4

More results
SMILES | EBV gp42 inh | Runt-SMMHC FRET | 14-3-3 Bad inh | Hck-Nef inh | NCF1 inh | zVAD death inh | Runt-CBFb FRET | Mdm2 ligase inh | Tb hexokinase
Cc1c(C2C(C#N)=C(N)N(c3ccccc3C#N)C3=C2C(=O)CCC3)cnn1C (stereo not given) | -6 | -13 | -21 | 4 | -11 | 0.4 | 2 | -7 | 21
CCOc1cccc(-c2nnc3sc(C4CCCCC4)nn23)c1 | -18 | -3 | -6 | 1 | -14 | 3.9 | -6 | -4 | -5
CCOc1cccc2cc(C(=O)Nc3nccs3)c(=O)oc12 | 1 | -3 | 4 | 3 | 1 | 0.4 | -2 | -15 | -27
COc1cc(C(=O)c2ccccc2)c([N+](=O)[O-])cc1OC | 1 | 0 | 10 | 14 | 1 | 0.0 | 1 | 9 | -31
C#CCSc1nnc(-c2ccc(C)cc2)o1 | -12 | 2 | -3 | 9 | -12 | -0.2 | 0 | -17 | 2
COc1ccc(OC)c(-c2nc3c(C)n[nH]c(=O)c3[nH]2)c1 | -6 | 0 | -11 | 0 | -28 | 67 | 3 | -21 | -5
COc1cc(/C=c2\sc3nc(=O)c(-c4ccccc4)nn3c2=O)ccc1OCCC(C)C | -1 | -6 | 5 | 1 | 4 | 1.2 | -6 | -17 | 5
CCCCCC(=O)Nc1cccc(C2=NOC3(C2)C[C@@H](C(N)=O)N(C(=O)c2ccc(OC)cc2)C3)c1 (stereo not given in full) | -7 | 4 | 2 | 28 | -18 | 0.2 | -2 | 14 | -12
COc1ccc(Cn2c(C)c(C)c(C#N)c2NC(=O)Nc2ccc(F)cc2)cc1 | -8 | 2 | 2 | -2 | -19 | 0.9 | 7 | -21 | -10
CC(=O)NC1C(=O)N(CCc2ccccc2)c2ccc(Br)cc21 (stereo not given) | 8 | -2 | -7 | 2 | 2 | 0.5 | -15 | -9 | -7
CC1=NN(c2nc(-c3ccccc3)cs2)C(=O)C1N=Nc1ccccc1 (stereo not given) | 0 | -13 | -7 | 4 | -7 | 0.2 | -3 | -22 | -5
COc1ccccc1NC(=S)N=Nc1c(O)[nH]c2ccc(Br)cc12 | -10 | -3 | 22 | 38 | 17 | 0.8 | -1 | -8 | -13
Cc1nnc(-c2ccccc2)nc1N(C)C | -8 | -5 | -14 | -2 | -3 | 1.1 | 1 | -7 | -5
CC(C)CCn1c(SCC(=O)OCn2nnc3ccccc3c2=O)nc2ccccc2c1=O | -17 | 1 | -5 | -1 | -8 | 0.0 | -3 | -8 | -2
COc1cccc(-c2nnc(NC(=O)Cc3cccs3)s2)c1 | -8 | -8 | 9[fluorescence artefact?] | 8 | -16 | 0.4 | 1 | -13 | -15
CC(C)OP(=O)(OC(C)C)C(Nc1ccc([N+](=O)[O-])cc1)c1cccc([N+](=O)[O-])c1 (stereo not given) | -2 | 0 | -11 | 14 | 2 | -0.7 | 26 | -8 | -13
CCCCCC(=O)N/N=C(\C)c1ccc(N2CCCCC2)cc1 | -1 | -3 | -4[fluorescence artefact?] | 6 | -7 | 0.4 | -4 | -9 | -13
O=C(COc1ncnc2ccccc12)Nc1ccc(Cl)c(S(=O)(=O)N2CCOCC2)c1 | -6 | -3 | -9 | 10 | -2 | 1.7 | 3 | -11 | 7
COc1cc(C(=O)Nc2nc3ccc(S(=O)(=O)N4CCOCC4)cc3s2)cc(OC)c1OC | -2 | 0 | 1 | 1 | -40 | 0.1 | 0 | -13 | -50
Cc1ccc(-n2nnc3c(=O)oc4ccccc4c32)cc1 | 0 | -9 | 5 | -1 | -11 | 0.4 | -2 | -10 | 3
O=C(c1ccco1)N1CCN(C(=O)c2cc(-c3ccccn3)nc3ccc(Cl)cc23)CC1 | 23 | -2 | -8 | 2 | 11 | 0.0 | 4 | 3 | -12
CCOC(=O)N1CCN(C(=O)CNC(=O)Cn2cnc3ccccc3c2=O)CC1 | 7 | -4 | -4 | 23 | 11 | 1.6 | 0 | -16 | -9
Cc1cc(C(=O)NCC(=O)OCC(=O)NCCc2ccccc2)ccc1[N+](=O)[O-] | -5 | 1 | -1 | -3 | -10 | 0.6 | 1 | -2 | -34
CCc1ccccc1NS(=O)(=O)c1cc(C)ccc1OC | -12 | 0 | 6 | 0 | -10 | 0.0 | -1 | -12 | 1
COCCSc1nnc(NC(=O)CSCc2ccccc2)s1 | 3 | 2 | -12[fluorescence artefact?] | 2 | -15 | 0.3 | -1 | -15 | -4
O=C(O)CN=C1NC2(CCCCC2)Cc2ccccc21 | -13 | 0 | -7 | 9 | -25 | -0.4 | 2 | -6 | -5
CC(C)(O)C(=O)NNC(=S)Nc1cccc(C(F)(F)F)c1 | -7 | -1 | -15 | 13 | -12 | 0.8 | 2 | -10 | -1
Cc1cc(NC(=O)CSc2nnc(-c3ccccc3)n2Cc2ccco2)no1 | 3 | -4 | 11 | 2 | 5 | 0.6 | -1 | 2 | -5
CCn1ncc(CNC(=O)C2(C)CC2(Br)Br)c1C (stereo not given) | 0 | 4 | 0[fluorescence artefact?] | 5 | -3 | -0.4 | -2 | -7 | -5
N#CCCN(C(=O)COC(=O)C1CCN(S(=O)(=O)c2cccs2)CC1)c1ccccc1 | -2 | 3 | 1 | 3 | · | -1.1 | 1 | · | -7
Nc1cc(N)nc(SCC(=O)Nc2ccc(Br)cc2Cl)n1 | -37 | 8 | 4 | · | -5 | · | -3 | -4 | ·
Cc1nn(C(C)C(=O)Nc2sc3c(c2C#N)CCCC3)c(C)c1[N+](=O)[O-] (stereo not given) | -12 | 3 | 20[fluorescence artefact?] | 0 | -22 | 0.0 | -1 | 3 | -5

Screening data deposited in PubChem by several laboratories.

Compounds as they come; any-hit rate near 3.2%.
